Screens as filed in PubChem BioAssay.
QS inhibitor: blocks AIP-induced quorum sensing reporter in S. aureus; S. aureus RN6390 RNAIII-GFP reporter, flow cytometry 3 h; hit rate 0.3% among 24,000; inhibition, % at 2 µM;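 active = share of bacteria positive for the green fluorescent reporter and its mean brightness both inhibited by 50% or more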;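 also: 0% = AIP-stimulated control and 100% = unstimulated bacteria without AIP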
QS inhibitor GFP MFI %: also measured in QS inhibitor; calls as there; inhibition, %; measured here: inhibition of GFP MFI
* hit, by the source's call. Some of the compounds tested (hit frequency here may not be typical).

SMILES	QS inhibitor	QS inhibitor GFP MFI %
Cc1cccc(CCNC(=O)C2CCCN(S(=O)(=O)c3cnc[nH]3)C2)c1 (configuration not stated)	-1	-6
CN(Cc1cnn(C)c1)C(=O)c1cc2ccccc2oc1=O	-1	-3
CC(C)Cc1cc(C(=O)NCCCN2CCOCC2)no1	0	2
O=C(CSc1nnnn1-c1ccccc1Cl)Nc1ccc2c(c1)OCCO2	0	7
O=C(NCc1ccc2c(c1)OCO2)C1CCC(CNc2c(N3CCCCC3)c(=O)c2=O)CC1 (configuration not stated)	0	-4
Cc1cc(C)c(S(=O)(=O)Nc2cccnc2)c(C)c1	0	-5
COc1ccc(OC)c2[nH]c(=O)c(CCNC(=O)C3CCCCC3)cc12	1	4
O=C(NCN1CCN(c2ccccc2F)CC1)c1ccccc1	2	9
O=C(CCN1CCN(C(=O)c2ccco2)CC1)Nc1ccc(F)cc1	-5	-8
O=C(C1CCC(CNc2nc(=S)[nH]c3ccccc23)CC1)N1CCN(c2ccccn2)CC1 (configuration not stated)	-7	-19
COc1ccccc1C(=O)NC(C)c1nc2ccccc2[nH]1 (configuration not stated)	0	23
CCOC(=O)Cc1nn2c(=O)cc(C)nc2s1	3	29
COc1cccc(/C=N/n2cnnc2)c1OCc1ccccc1	1	1
COc1cccc(-c2nc(CS(=O)(=O)CC(=O)Nc3cccc(C)c3C)c(C)o2)c1	22	30
ON=C1/C(=N\O)CC2(C/C1=N/O)OCCO2	-2	-2
CC(C)N(C=O)C1(C(=O)NC2CCCCC2)CCCCC1	3	13
c1ccc2c(c1)CCN(c1nc3cc4c(cc3s1)OCCO4)C2	2	4
Cc1ccc(CNC(=O)CCCOc2cc(=O)n(C)c3ccccc23)o1	2	8
CC(C)NC(=O)c1n[nH]c(=O)c2ccccc12	-5	-15
O=C(CSc1nc2c(cnn2-c2ccccc2)c(=O)[nH]1)N1CCOCC1	1	17
CCN(CC)c1ccc(NS(=O)(=O)c2ccc3c(c2)oc(=O)n3C)c(C)c1	-2	0
Cc1ccc(CCN2C(=O)CCC2(C)C(=O)NC2CCCC2)cc1 (configuration not stated)	0	9
CC(=O)Oc1cccc(/C=c2\sc3nc(-c4ccco4)nn3c2=O)c1	-1	0
CC1(C)CC(=O)c2cnc(NC(=O)CCc3ccccc3)nc2C1	0	5
COc1cccc(N2CCN(C(=O)c3ccc4nc(N5CCCCC5)sc4c3)CC2)c1	-5	-13
O=C(CCCCn1c(=S)[nH]c2ccsc2c1=O)NCc1ccco1	1	7
O=C(CCCCC(=O)NCc1cccs1)NCc1cccs1	-1	-2
CN(CC(=O)Nc1nc2ccc(F)cc2s1)S(=O)(=O)c1ccc(Cl)cc1	0	-3
Cc1ccc(NC(=O)c2ccc(NS(=O)(=O)c3c(C)noc3C)cc2)cc1C	7	21
Cc1ccc(C(c2sc3nc(C)nn3c2O)N2CCN(c3ccccc3F)CC2)cc1 (configuration not stated)	2	11

One compound at a time, as listed above.
Listed for `O=C(CCN1CCN(C(=O)c2ccco2)CC1)Nc1ccc(F)cc1` = QS inhibitor = -5; QS inhibitor GFP MFI % = -8
Listed for `O=C(NCN1CCN(c2ccccc2F)CC1)c1ccccc1` = QS inhibitor = 2; QS inhibitor GFP MFI % = 9
Listed for `O=C(NCc1ccc2c(c1)OCO2)C1CCC(CNc2c(N3CCCCC3)c(=O)c2=O)CC1` (configuration not stated) = QS inhibitor = 0; QS inhibitor GFP MFI % = -4

Further entries:
SMILES	QS inhibitor	QS inhibitor GFP MFI %
CCCSc1ccc2nc(NC(=O)OC)[nH]c2c1	3	8
COc1ccc(-n2c(Cc3cccn3C)nnc2SCC(N)=O)cc1	-6	-8
CCCS(=O)(=O)N1CCC(C(=O)NCCCOC)CC1	0	19
CCN1C(=O)c2cccc3c(S(=O)(=O)NCCCN4CCOCC4)ccc1c23	1	14
COc1cccc(C2N(c3cccc(Cl)c3)C(=O)C3CCCN32)c1OC (configuration not stated)	2	8
O=C1CC(N2CCN(c3ccc(C(=O)c4ccc(F)cc4)cc3)CC2)C(=O)N1 (configuration not stated)	-1	-11
CC(=O)N1CCN(Cc2ccc(Br)s2)CC1	0	-4
O=C(NCc1cccs1)C1CCCN(S(=O)(=O)c2cccc3cccnc23)C1 (configuration not stated)	8	16
CCOC(=O)c1cn(CC(=O)Nc2ccccc2C(=O)OCC)nn1	3	35
CC(=O)OCC(=O)[C@@]1(O)CC[C@H]2[C@@H]3CCC4=CC(=O)C=C[C@]4(C)[C@H]3[C@@H](O)C[C@@]21C	2	8
COc1ccc(N2CCN(C(=O)c3cn(C)c(=O)c4c3c3ccccc3n4C)CC2)cc1	-2	12
O=C(CSc1nccn1Cc1ccccc1)Nc1nccs1	0	-5
CCCc1c(C(=O)OCC)[nH]c2c1C(=O)CCC2	-2	-14
CCCC(=O)NC(Nc1ccc(S(=O)(=O)Nc2ncccn2)cc1)(C(=O)OCC)C(F)(F)F (configuration not stated)	-1	-18
O=C(CCc1nc(-c2ccccc2F)no1)NCCN1CCOCC1	-4	-3
CCc1cc(=O)oc2cc3oc(C)c(C)c3cc12	0	3
c1ccc(-c2csc3nnc(SCc4ccc5c(c4)OCO5)n23)cc1	8	29
CCOc1ccc2nc(NC(=O)C(NS(=O)(=O)c3cccc4nsnc34)C(C)C)sc2c1 (configuration not stated)	0	-13
C=CCSc1nnc2n(-c3ccccc3OC)c(=O)c3c4c(sc3n12)CCC4	12	22
Nc1c(C(=O)NCc2ccco2)nnn1-c1ccccc1	0	1

Part of the list above in another layout.
O=C1CC(N2CCN(c3ccc(C(=O)c4ccc(F)cc4)cc3)CC2)C(=O)N1 (configuration not stated)
  QS inhibitor: -1 | QS inhibitor GFP MFI %: -11

CC(=O)N1CCN(Cc2ccc(Br)s2)CC1
  QS inhibitor: 0 | QS inhibitor GFP MFI %: -4

Further compounds follow:
SMILES	QS inhibitor	QS inhibitor GFP MFI %
COc1ccccc1NC(=O)CN1CCN(C2c3ccccc3-c3ccccc32)CC1	2	20
Cc1nnc(NC(=O)C2CCCO2)s1 (configuration not stated)	-2	-4
COC(=O)CN1CCN(C(=O)c2ccc(F)cc2)c2ccccc2C1	-5	-17
CS(=O)(=O)NCc1ccc(C(=O)NCc2ccccc2)cc1	0	-1
Cn1ccnc1C(O)c1ccco1 (configuration not stated)	3	10
CCCOc1ccccc1NC(=O)c1c(-c2ccccc2)noc1C	15	32
O=C(c1ccccc1F)N1CCN(S(=O)(=O)c2ccc3c(c2)OCCO3)CC1	0	0
CCn1c(SCC(=O)Nc2ccc3c(c2)OCO3)nnc1-c1ccccc1O	0	4
CCOC(=O)C1CCN(c2c(NCCN3CCCCC3C)c(=O)c2=O)CC1 (configuration not stated)	2	41
CCCCc1nccn1CCn1ccnc1CCCC	2	6
Cn1c(C(=O)Nc2ccc3c(c2)OCCO3)cc2c(=O)n(C)c3ccccc3c21	43	81
CSCCC(NC(=O)c1ccco1)C(=O)O (configuration not stated)	-2	-8
Cc1c(NC(=O)NC(C)N2C(=O)C3C4C=CC(C4)C3C2=O)c(=O)n(-c2ccccc2)n1C (configuration not stated)	0	-44
COc1ccc(S(=O)(=O)Cc2ccc(C(=O)NCCc3ccc(S(N)(=O)=O)cc3)o2)cc1	-1	1
CC(C)(C)NC(=O)Cn1c(=O)oc2cc(S(=O)(=O)N3CCc4ccccc43)ccc21	-3	-29
N#Cc1ccccc1NC(=O)COC(=O)CSc1nc2ccccc2o1	-1	-2
CC(CCc1ccccc1)NC(=O)C1CCCN(c2nnc(-n3cccc3)s2)C1 (configuration not stated)	7	12
COCCN(CCOC)S(=O)(=O)c1ccc(C(=O)Nc2nnc(C3CC3)o2)cc1	-4	-7
COc1ccccc1NC(=O)CN1CCN(c2ccccc2F)CC1	-4	-14
Cc1ccccc1-c1nc(CS(=O)(=O)CC(=O)N2CCc3ccccc32)c(C)o1	3	10
O=C(c1cnn2c1NC(c1ccco1)CC2C(F)(F)F)N1CCN(c2cccc(Cl)c2)CC1 (configuration not stated)	0	9
CCOC(=O)C1(CC)NC(c2cccc(F)c2)C2C(=O)N(CC)C(=O)C21 (configuration not stated)	0	-3
Cc1cc(=O)[nH]c2cc(Cl)ccc12	-3	-26
O=C1CC(C(=O)Nc2ccc(Br)cc2)C2(CCCC2)O1 (configuration not stated)	0	-2
COC(=O)C1=C(C)NC(C)=C(C(=O)OC)C1C1CC=CCC1 (configuration not stated)	2	11
Cc1c(C(=O)NCc2cccnc2)oc2ccc(S(=O)(=O)N3CC(C)CC(C)C3)cc12 (configuration not stated)	0	1
COc1ccccc1N1CCN(C(CNC(=O)c2ccc3c(c2)OCO3)c2cccnc2)CC1 (configuration not stated)	13	13
O=C(CN1C(=O)C2C3C=CC(C3)C2C1=O)Nc1cccc2c1CCCC2 (configuration not stated)	-3	-16
CCOC(=O)N1CCN(C(=O)CCSCCc2ccncc2)CC1	2	14
Cc1ccc(CCNC(=O)C2CCCN(S(=O)(=O)c3c(C)noc3/C=C/N(C)C)C2)cc1 (configuration not stated)	7	17

Random excerpt: 6 compounds from above, in no set order.
SMILES	QS inhibitor	QS inhibitor GFP MFI %
O=C(CN1C(=O)C2C3C=CC(C3)C2C1=O)Nc1cccc2c1CCCC2 (configuration not stated)	-3	-16
Cc1c(C(=O)NCc2cccnc2)oc2ccc(S(=O)(=O)N3CC(C)CC(C)C3)cc12 (configuration not stated)	0	1
Cc1cc(=O)[nH]c2cc(Cl)ccc12	-3	-26
O=C1CC(C(=O)Nc2ccc(Br)cc2)C2(CCCC2)O1 (configuration not stated)	0	-2
COc1ccccc1N1CCN(C(CNC(=O)c2ccc3c(c2)OCO3)c2cccnc2)CC1 (configuration not stated)	13	13
Cc1ccc(CCNC(=O)C2CCCN(S(=O)(=O)c3c(C)noc3/C=C/N(C)C)C2)cc1 (configuration not stated)	7	17

More structures follow:
SMILES	QS inhibitor	QS inhibitor GFP MFI %
CCOc1cc2[nH]c(=S)n(CC3CCCN3CC)c(=O)c2cc1OCC (configuration not stated)	-1	-32
Clc1ccc(SCCCCn2ccnc2)cc1	0	5
Oc1ccc(-c2n[nH]c(=S)n2Cc2ccccc2)cc1	-1	0
CCOC(=O)[C@@H]1CCNC[C@@H]1c1ccccc1	-2	-3
Cc1cccc(C2CC(c3ccc(Br)cc3)Nc3nc(N)nn32)c1 (configuration not stated)	0	4
CC(C)C(NS(=O)(=O)c1ccc2c(c1)oc(=O)n2C)C(=O)N1CCN(Cc2ccccc2)CC1 (configuration not stated)	-1	-3
O=C(Nc1ccc(Cl)cc1F)C1CCN(S(=O)(=O)c2cccnc2)CC1	-2	-10
O=C1c2ccccc2C(Nc2ccc(S(=O)(=O)N3CCCCCC3)cc2)N1Cc1ccco1 (configuration not stated)	8	31
CNc1oc(C)nc1S(=O)(=O)c1ccc(C)cc1	-2	-2
O=C(CN1C(=O)c2ccccc2S1(=O)=O)N1CCN(c2ccc(F)cc2)CC1	-1	3
COc1cc(-c2nnc(SCC(=O)c3cc(C)n(CC4CCCO4)c3C)o2)cc(OC)c1OC (configuration not stated)	0	2
O=C(COc1ccc(Cl)cc1)NCc1nnc(SCC(=O)NCCc2ccccc2)o1	3	13
CCOC(=O)CN1CC23C=CC(O2)C(C(=O)Nc2ccc(OCC)cc2)C3C1=O (configuration not stated)	-4	-3
CCCCCCNC(=O)CCNC(=O)c1cc(OC)c(OC)c(OC)c1	1	9
COc1ccc(NC(=O)C2CCCN2S(=O)(=O)c2ccc(F)cc2)cc1 (configuration not stated)	4	13
COc1ccc(N(CC(=O)Nc2ccccc2SC)S(C)(=O)=O)cc1OC	1	14
CCOc1cc2[nH]c(=O)n(CC3CCC(C(=O)NCCC(C)C)CC3)c(=O)c2cc1OCC (configuration not stated)	-5	-14
CC1CC(C)CN(CCCNC(=O)Cc2c(C(=O)O)[nH]c3ccccc23)C1 (configuration not stated)	-4	-20
Cc1ccc2nc(-c3cccc(-c4nc5ccc(C)cc5o4)n3)oc2c1	-2	1
Cc1ccc(CCNS(=O)(=O)c2cnc[nH]2)cc1	-2	-8
COc1cccc(-c2nc(CS(=O)(=O)CC(=O)NCc3ccccc3)c(C)o2)c1	13	21
Cc1ccsc1C1C(C(=O)O)c2ccccc2C(=O)N1C (configuration not stated)	-1	-20
N#CC1=C(N)Oc2cc(O)ccc2C1c1ccncc1 (configuration not stated)	8	17
CCN(CC)c1nc(C#N)nc(N(CC)CC)n1	-1	-2
COCCn1c(C)cc(C(=O)COC(=O)CCN2C(=O)c3ccccc3C2=O)c1C	-1	-23
COc1ccc(CN(C(=O)c2oc3ccccc3c2C)C2CCS(=O)(=O)C2)cc1 (configuration not stated)	-1	9
CC1(C)OC(=O)C(=CNn2cnc3ccccc3c2=O)C(=O)O1	-1	-4
COc1ccccc1C1c2c(oc3ccc(Cl)cc3c2=O)C(=O)N1c1cc(C)on1 (configuration not stated)	-2	-6
Cn1c(Cn2c(=O)sc3ccccc32)nnc1SCc1ccc(F)cc1	5	4
O=C(c1ccccc1)c1cccn1CC(=O)N1CCCCCC1	0	26

Compounds above with a COOH group, in the order listed:
SMILES	QS inhibitor	QS inhibitor GFP MFI %
CSCCC(NC(=O)c1ccco1)C(=O)O (configuration not stated)	-2	-8
CC1CC(C)CN(CCCNC(=O)Cc2c(C(=O)O)[nH]c3ccccc23)C1 (configuration not stated)	-4	-20
Cc1ccsc1C1C(C(=O)O)c2ccccc2C(=O)N1C (configuration not stated)	-1	-20
